Hsp70 displacement = Hsp70 inhibitors, probe displacement, primary screen, biochemical, fluorescence polarization (AID 583) | displacement, % at 20 µM; hits with a dose series show IC50 in µM | Hsp70 fluorescence polarization probe displacement, mP; higher % means a stronger effect | Heat shock 70 kDa protein 1A (Homo sapiens) | actives 0.06% (n = 140,000); in the data active = displacement above about 50%;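 note: plate controls were vehicle for no effect and reference ligand for full effect; a part of the inactive calls stands beside numbers as strong as those of hits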
MKP-3 inhibition = MKP-3 phosphatase inhibitors, primary screen, biochemical, rat enzyme, in vitro (AID 425); recombinant MKP-3 phosphatase activity, fluorescence; higher % means a stronger effect; one-dose inhibition, % at 20 µM; IC50 in µM for titrated hits; actives 0.17% (n = 110,000); in the data active = inhibition above about 50%;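 note: plate controls were vehicle for no effect and reference inhibitor for full effect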
Starred values were filed as active, the others as inactive; . = not tested or not shown; & = joins results of further samples.

MKP-3 inhibition	Hsp70 displacement	structure
.	-3.1%	O=C1CCC([N+](=O)[O-])C(c2ccc(Cl)cc2Cl)N1 (configuration not stated)
.	-7.8%	Cn1cccc1CNC(=O)Nc1ccc(Cl)c(Cl)c1
-1.7%	-2.0%	O=C(CCn1c(=O)oc2ccccc21)NCCCN1CCN(c2ccc(F)cc2)CC1
-7.9%	3.1%	CCn1c(SCc2nc3ccccc3[nH]2)nnc1-c1cccs1
-1.3%&3.4%	3.7%&4.3%	COc1ccc(OCC2CNC(=O)O2)cc1 (configuration not stated)
-1.1%	1.4%	CCOC(=O)CNC(=O)c1nn(-c2ccc(OCC)cc2)c(=O)c2ccccc12
-0.5%	0.1%	O=C(O)c1ccc(-c2cc([N+](=O)[O-])ccc2F)o1
-0.7%	16.4%	CCOC(=O)CNc1cccc(NCC(=O)OCC)c1
0.5%	4.9%	O=C(O)c1ccc(NC(=O)c2ccc3c(c2)C(=O)N(c2ccc([N+](=O)[O-])cc2)C3=O)cc1
2.0%	-2.3%	Cc1ccc(NC(=O)C2(N(C(=O)Cn3nnnc3N)c3ccc(C)cc3)CCCCC2)cc1
6.4%	-1.9%	c1ccc(Cn2ncc3c(N4CCN(c5ccccn5)CC4)ncnc32)cc1
-0.9%	5.0%	COc1cc(C2N(Cc3ccccc3)CCN2Cc2ccccc2)ccc1O
4.2%	-6.2%	Cc1ccc2nc(NC(=O)CCc3ccccc3)sc2c1
.	3.1%	COc1ccc(NC(=O)c2csc(Cc3ccccc3)n2)cc1
-3.6%	4.6%	Cc1ccoc1C(=O)NCc1occc1C(=O)O
-1.4%	6.4%	CCc1ccc(OCC(=O)Nc2ccc(F)cc2)cc1
-5.3%	2.3%	O=C(Nc1cccc(Cl)c1)c1ccncc1
-3.2%	-1.1%	CCCS(=O)(=O)N1CCCC(C(=O)NCCN(CC)CC)C1 (configuration not stated)
.	7.6%	O=C1C2C3C=CC([C@@H]2C(=O)N1C1CCCCC1)[C@H]1C(=O)N(C2CCCCC2)C(=O)C31 (some centres not stated)
7.8%	-2.3%	COc1ccc(C(=O)O/N=C2/C(=O)N(C)c3ccccc32)cc1[N+](=O)[O-]
3.3%	0.8%	Cn1c(C(=O)N2CCCC(C(=O)N3CCN(C(=O)c4ccco4)CC3)C2)cc2sccc21 (configuration not stated)
-19.4%	6.5%	c1ccc(N2CCCCC2)c(NC2=NCCC2)c1
-11.5%	1.5%	NS(=O)(=O)c1ccc(CNC(=O)NC23CC4CC(CC(C4)C2)C3)cc1
-2.1%	-1.0%	O=C(CN(C1CCCCC1)S(=O)(=O)c1ccc(F)cc1)NC1CC1
3.5%	-2.7%	Cc1ccc(C)c(OCc2nnc(NC(=O)c3cccs3)s2)c1

Three compounds from above, arranged by the value under MKP-3 inhibition, rising.
| compound | MKP-3 inhibition | Hsp70 displacement |
| --- | --- | --- |
| O=C(CCn1c(=O)oc2ccccc21)NCCCN1CCN(c2ccc(F)cc2)CC1 | -1.7% | -2.0% |
| COc1cc(C2N(Cc3ccccc3)CCN2Cc2ccccc2)ccc1O | -0.9% | 5.0% |
| Cc1ccc(C)c(OCc2nnc(NC(=O)c3cccs3)s2)c1 | 3.5% | -2.7% |

Returning to the listing with the four entries that preceded the break.
MKP-3 inhibition	Hsp70 displacement	structure
-19.4%	6.5%	c1ccc(N2CCCCC2)c(NC2=NCCC2)c1
-11.5%	1.5%	NS(=O)(=O)c1ccc(CNC(=O)NC23CC4CC(CC(C4)C2)C3)cc1
-2.1%	-1.0%	O=C(CN(C1CCCCC1)S(=O)(=O)c1ccc(F)cc1)NC1CC1
3.5%	-2.7%	Cc1ccc(C)c(OCc2nnc(NC(=O)c3cccs3)s2)c1
-0.4%	0.6%	CCOc1ccc(C(=O)c2cccc([N+](=O)[O-])c2)cc1
-0.3%	6.6%	Cc1sc2nc(C3CC3)nc(NCCNS(C)(=O)=O)c2c1C
-20.2%	0.8%	O=C(CSc1nnc(-c2ccccc2)o1)c1nnc(-c2ccccc2)o1
4.5%	2.0%	Cc1ccc(C2Nc3ccccc3NC3=C2C(=O)CC(c2ccccc2)C3)cc1 (configuration not stated)
1.9%	-4.8%	COc1cc(C2N(c3ccccn3)C(=O)C3CCCN32)cc(OC)c1OC (configuration not stated)
-0.2%	4.7%	CCOC(=O)CSc1nc2sc3c(c2c(=O)n1C1CCCCC1)CCCC3
-1.3%	5.1%	CCOc1ccc(NC(=O)CN(c2ccc(C)cc2)S(C)(=O)=O)cc1
.	0.3%	CC(=O)c1cn(CC(=O)Nc2ccccc2C)c2ccccc12
3.5%	-3.2%	N=c1oc2ccc([N+](=O)[O-])cc2cc1-c1nc2ccccc2[nH]1
.	2.8%	COc1ccc([N+](=O)[O-])cc1C1NN=C(c2ccccc2O)S1 (configuration not stated)
-4.6%	6.0%	O=C(Cc1c(O)c2ccccc2[nH]c1=O)NC1CCCCCCC1
.	-1.3%	O=C1c2cccnc2C(Nc2ccccc2)N1Cc1ccco1 (configuration not stated)
6.4%	1.3%	Cc1ccc(S(=O)(=O)NCCN=C(CN2CCCC2)NS(=O)(=O)c2ccc(C)cc2)cc1
-11.4%	0.5%	Cc1cc(O)c(NC(=O)c2ccco2)cc1C
-6.1%	2.3%	COc1cc(=O)n(C)c2cc(N(C)C)ccc12
4.0%	-0.6%	O=C(Nc1ccccc1)c1ccc(CN2CCN(Cc3ccccc3)CC2)cc1
.	2.1%	CSc1nc2c(c(=O)n1-c1ccccc1)SCC2
-4.3%	.	COc1ccccc1N(CC(=O)N1CCCCCC1)S(C)(=O)=O
.	-1.5%	COc1ccc(/C(N)=N/OC(=O)CSc2ccccc2)cc1
5.1%	-3.7%	COc1cc(OC)c(OC)cc1/C=N/NC(=O)c1cc(C)[nH]n1
.	-5.9%	O=C(O)CCNC(=O)c1cncc(Br)c1
0.6%	.	CCOC(=O)c1cnn(CCOC(=O)C2CC2)c1NC(=O)C1CC1
-0.6%	-0.3%	O=C(Nc1ccc(Oc2ccccc2)cc1)C(F)(F)F
1.4%&1.2%	-9.5%	N#Cc1c(-c2ccco2)c2c([nH]c1=S)CCCC2
4.1%	-1.6%	COc1cc(/C=C2/SC(=S)N(Cc3ccccc3)C2=O)ccc1OC(=O)c1cccs1
-8.8%	-2.5%	CCOC(=O)c1ccc(NC(=O)CC2COc3ccccc3O2)cc1 (configuration not stated)
3.1%	-0.9%	CC1CC(C)CN(C(=O)c2ccc(Cl)cc2)C1 (configuration not stated)
25.3%	-2.9%	Cc1cc2nn(-c3cccc4ccccc34)nc2cc1N
0.0%	2.3%	CCCCn1c(O)c(C=NCCCN(C)C)c(=O)[nH]c1=O
-13.8%	-5.4%	COc1cc([C@H]2[C@@H]3CCCC[C@]3(O)CCN2CC(=O)Nc2ccc(C)cc2C)ccc1O
-11.6%	-1.2%	O=c1c2oc3ccccc3c2ncn1Cc1ccccc1F
-6.3%	-0.9%	COc1ccc(/C=N/n2cnnc2SCCO)cc1OC
.	-7.7%	CCOC(=O)C(CCCOc1cccc(CC)c1)C(=O)OCC
0.3%	-2.9%	CCOC(=O)c1c(NC(=O)C23CC4CC(CC(C4)C2)C3)sc(C(=O)Nc2ccccc2F)c1C
.	0.2%	Cc1cc(NC(=O)C2C3C(=O)N(Cc4ccc(Cl)cc4)C(C(=O)NC(C)(C)C)C34C=CC2(C)O4)no1 (configuration not stated)
-5.9%	4.5%	CC(C)(C)c1csc(NC(=O)Cn2c(=O)oc3ccccc32)n1
-6.3%	-4.3%	CN(C)/C=C1/Sc2ccccc2C1=O
1.5%	4.5%	CCOC(=O)C1CCCN(C(=O)c2cc(-c3ccc(C)cc3)on2)C1 (configuration not stated)
-5.0%	2.5%	COc1ccccc1CNc1ccc(N2CCOCC2)c(C(=O)O)c1
-2.3%	-3.3%	COc1ccc(/C=C2\C(=O)NC(=O)N(c3ccc(C)cc3)C2=O)cc1C(=O)O
-11.9%	-4.2%	CC(C)(C)n1nnnc1C(c1cccs1)N(Cc1ccccc1)Cc1ccco1 (configuration not stated)
-1.9%	1.7%	COc1ccc(N(CC(=O)Nc2ccc(OC)cc2OC)S(C)(=O)=O)cc1
-4.0%	2.4%	CCOC(=O)N1CCN(C(=O)c2oc(=O)c3ccccc3c2-c2ccc(C)cc2)CC1
-3.6%	-1.5%	COc1cccc(C(=O)N2N=C(c3cccc([N+](=O)[O-])c3)CC2(O)C(F)(F)F)c1 (configuration not stated)
-5.0%	10.1%	CCCC(=O)Nc1nnc(-c2ccco2)s1
3.3%	5.2%	CCN1CCN(c2c(Cl)cccc2NC(=O)c2ccc3c(c2)OCCO3)CC1
2.3%	.	CC1CC(C)CN(C(=O)C2CCCN(S(=O)(=O)c3cccc4nonc34)C2)C1 (configuration not stated)
-0.9%	2.5%	COc1ccc(CCNC(=O)CN(c2ccc(C)cc2)S(=O)(=O)c2c(C)noc2C)cc1OC
-3.0%	-4.9%	CCCOc1ccc(S(=O)(=O)NCCCN2CCOCC2)c2ccccc12
1.6%	1.9%	COc1cccc(C2/C(=C(\O)c3ccc(Cl)cc3)C(=O)C(=O)N2c2cccnc2)c1 (configuration not stated)

4 entries from above, set out differently:
Cc1ccoc1C(=O)NCc1occc1C(=O)O
  MKP-3 inhibition = -3.6% | Hsp70 displacement = 4.6%
CCc1ccc(OCC(=O)Nc2ccc(F)cc2)cc1
  MKP-3 inhibition = -1.4% | Hsp70 displacement = 6.4%
O=C(Nc1cccc(Cl)c1)c1ccncc1
  MKP-3 inhibition = -5.3% | Hsp70 displacement = 2.3%
CCCS(=O)(=O)N1CCCC(C(=O)NCCN(CC)CC)C1 (configuration not stated)
  MKP-3 inhibition = -3.2% | Hsp70 displacement = -1.1%

(cont.)
MKP-3 inhibition	Hsp70 displacement	structure
3.8%	-3.4%	Cc1ccc(N2C(=O)C3C4C=CC(C5CC45)C3C2=O)cc1C (configuration not stated)
-6.8%	3.7%	COc1ccc(CNc2nc3c(c(=O)[nH]c(=O)n3C)n2Cc2ccccc2C)cc1
-3.1%	-1.6%	COc1ccccc1N(CC(=O)Nc1cccc(Br)c1)S(=O)(=O)c1ccccc1
1.1%	4.6%	O=C(CSc1nc2ccccc2o1)c1cc2ccccc2oc1=O
.	0.3%	Cn1cc[nH]c1=S
.	-2.4%	COc1ccc(OC)c(N(CC(=O)Nc2cccnc2)S(C)(=O)=O)c1
5.0%&-0.1%	1.6%&1.9%	O=C(O)c1cc2nc3c(c(C(F)(F)F)n2n1)CCc1ccccc1-3
.	-3.4%	COc1ccc(-n2c(C)c(C(C)=O)c(C(C)=O)c2C)cc1
.	-1.2%	CCOC(=O)c1c(NC(=O)CSc2nnc(C)s2)sc2c1CCC(CC)C2 (configuration not stated)
2.2%	41.1%	NC(=O)Cc1ccc2sc(-c3ccccc3)nc2c1
-0.2%	-1.6%	Cc1cc(NC(=O)c2ccc(Br)o2)ccc1NC(=O)c1ccccc1
-1.9%	-1.9%	Cc1ccc(-c2nn(CC(=O)NCc3ccco3)c(=O)c3ccccc23)cc1
-1.3%	0.4%	N#Cc1ccccc1N=C1C(=O)Nc2ccccc21
-4.3%	0.0%	CCOC(=O)C(C)Sc1nnc(CNC(=O)c2ccc(OC)cc2)n1C1CCCCC1 (configuration not stated)
.	-0.1%	CCC(=O)NCCCCCCNC(=O)CC
-8.4%	1.2%	O=C(NCCn1ccc2ccccc21)c1ccc(S(=O)(=O)N2CCCCC2)cc1
.	7.0%	O=C1C(=O)N(c2ccccc2)c2ccccc21
.	0.0%	CC1CCCC(C)N1C(=O)c1cccc2c1-c1ccccc1/C2=N/O (configuration not stated)
-2.1%	2.5%	Cc1nc2nc(C)c(CCC(=O)N3CCOCC3)c(C)n2n1
2.7%	8.4%	COc1ccc(S(=O)(=O)N/N=C/c2cc3c(cc2Br)OCO3)cc1
1.5%	0.0%	COc1ccc(CCNC(=O)/C=C/c2ccc(C)cc2)cc1
0.2%	5.7%	CC1=C(C(=O)OCc2ccccc2)C(c2cccc(Cl)c2)C2=C(CCCC2=O)N1 (configuration not stated)
.	-3.2%	CCOC(=O)c1ccccc1NC(=O)CSc1ccccc1
0.1%	3.7%	O=C(NCc1ccc2c(c1)OCO2)c1ccc(CS(=O)(=O)c2cccc(C(F)(F)F)c2)o1
-0.1%	0.4%	CC(C)(CSc1nncn1N)NS(=O)(=O)c1ccc(Cl)cc1
3.2%	0.3%	COC1(/C(N)=C/C(=O)c2ccccc2)CCCCC1
-9.0%	-0.4%	Cc1nnc(SCC(=O)NCc2cccs2)n1-c1ccccc1
-13.2%	3.1%	COc1ccc(N2CCN(CC(=O)Nc3cc(C)on3)CC2)cc1
3.3%&0.7%	2.0%&6.9%	CCOC(=O)C1=C(C)NC2=C(C(=O)CCC2)C1c1ccsc1 (configuration not stated)
0.1%	3.3%	O=C(Nc1cccc2ncccc12)c1sc2ccccc2c1Cl
-5.8%	6.3%	O=C(c1ccc(I)cc1)N1CCN(c2ccc([N+](=O)[O-])cc2)CC1
11.2%	5.7%	CC1CCCC(C)C1NC1=C(Cl)C(=O)c2ccccc2C1=O (configuration not stated)
-0.6%	-6.1%	O=C(Nc1cccc(Br)c1)c1cccs1
4.5%	-38.8%	COC(=O)c1ccc(-n2c(C)cc(/C=C3\NC(=S)NC3=O)c2C)cc1
-4.1%&1.7%	0.8%&3.8%	O=C(c1cccs1)N1CCCc2ccccc21
.	-0.8%	O=C(Oc1ccc2ccccc2c1)c1cncc(Br)c1
-0.2%	-4.6%	O=C(CCN1C(=O)/C(=C\c2cccs2)SC1=S)N1CCOCC1
-2.3%&-0.3%	-2.3%&-3.9%	Cn1c(/N=C/c2ccc3c(c2)OCO3)nc2ccccc21

Screening data: PubChem BioAssay, Sanford-Burnham Center for Chemical Genomics

Only part of the results is shown; rates above refer to the full screens.
